# Bioassay records deposited in PubChem BioAssay by National Center for Advancing Translational Sciences (NCATS).
# MBNL1-CUG inh = qHTS Assay for Inhibitors of MBNL1-poly(CUG) RNA binding | Muscleblind-like protein 1 (Homo sapiens), Q9NR56 | TR-FRET MBNL1-His/biotin-(CUG)12 binding, 665/545 ratio | Potency, µM (titrated, usually from 57.5 µM), for the others: top-dose activity change, negative = inhibition, usual class: inhibitors | hit rate 0.036% among 280,000 | AID 2675, 2010; active = well fitted inhibition curve with a large enough effect in the signal ratio, with a control signal flat, not every such curve was filed as active; inconclusive = small, poorly fitted or top-dose-only effect, or effect the other way, or a change in a side signal; inactive = no such curve, though single readings can be large or run the other way; the % refers to the signal ratio; also: potency is read from the fitted curve at half-maximal effect; % is scaled to controls: 0 for no effect and ±100 for the full control effect
# Target sequence (Q9NR56 whole entry, looked up): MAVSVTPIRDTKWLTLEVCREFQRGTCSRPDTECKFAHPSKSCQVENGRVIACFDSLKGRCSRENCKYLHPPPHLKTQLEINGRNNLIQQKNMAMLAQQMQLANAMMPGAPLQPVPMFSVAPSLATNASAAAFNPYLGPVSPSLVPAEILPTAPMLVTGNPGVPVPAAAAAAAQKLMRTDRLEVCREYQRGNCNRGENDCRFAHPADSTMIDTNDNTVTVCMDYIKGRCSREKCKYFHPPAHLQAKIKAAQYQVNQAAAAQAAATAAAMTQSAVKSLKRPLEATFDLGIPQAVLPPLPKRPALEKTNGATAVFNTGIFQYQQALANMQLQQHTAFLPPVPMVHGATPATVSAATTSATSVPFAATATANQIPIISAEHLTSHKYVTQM
#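 Compound titration spanned 92 nM–58 uM against the MBNL1-His/biotin-(CUG)12 complex. After 60 min at room temperature with 5 nM streptavidin-XL665 and 0.055 ng/ul terbium anti-His, ratiometric 665/545 nm emission (Ex 340 nm) normalized to controls.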
# GALK inh = qHTS Assay for Inhibitors of Human Galactokinase (GALK). P51570. Purified GALK, Kinase-Glo residual ATP luminescence. Potency, µM (titrated, usually from 57.5 µM), without a hit: top-dose activity change, negative = inhibition, most hits filed as inhibitors. hit rate 0.007% among 270,000; also: potency is read from the fitted curve at half-maximal effect; % is scaled to controls: 0 for no effect and ±100 for the full control effect
#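 GALK at 5 nM final was combined with compound, 35 uM ATP and 100 uM galactose in HEPES pH8.0 with MgCl2 and DTT. The reaction ran one hour at room temperature before luminescent ATP detection.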
# TSHR antagonist = Antagonists of the Thyroid Stimulating Hormone Receptor: HTS campaign; Thyrotropin receptor (Homo sapiens), P16473; TSHR-expressing cells, TSH-stimulated cAMP HTRF, 2 h; hits give low values; activity change, negative = inhibition, % at 11.5 µM; hit rate 0.2% among 330,000; AID 504810, 2011;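 active = activity change below a set negative limit, meaning inhibition stronger than a set level, cut at about -70% in these data; inconclusive = activity change between two set negative limits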; also: % is scaled to controls: 0 for no effect and ±100 for the full control effect
#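 Antagonism was scored as loss of TSH-driven cAMP in TSHR cells, stimulated with 4nM TSH (EC80) for 2 hours at 37 deg C and detected by homogeneous HTRF competition immunoassay.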
# KCNH2 WT inh = qHTS for Inhibitors of KCHN2 3.1: Wildtype qHTS. U2OS, BacMam KCNH2, thallium flux FluxOr; hits give low values. activity change, % at 1.84 µM. hit rate 0.37% among 340,000;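 active = maximum activity change below -70%; inconclusive = maximum activity change between -70% and -50%; inactive = maximum activity change above -50%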; also: % is scaled to controls: 0 for no effect and ±100 for the full control effect
#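 U2OS cells were transduced with wild-type KCNH2 virus (2.03 x 10^8 / mL) for 4 h at room temperature, then cultured overnight at 37 C. Thallium flux was read with FluxOr dye. Rate constants were normalized to DMSO controls.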
# Chronic BCR inh = qHTS Assay to Find Inhibitors of Chronic Active B-Cell Receptor Signaling | Potency, µM (highest dose often 46.1 µM), without a hit: at the top dose ratio change, negative = lower green/red ratio, hits mostly inhibitors | hit rate 0.05% among 340,000 | ABC-DLBCL IkBa-CBG/CBR reporter, luminescence ratio, 4 h; active = well fitted inhibition curve with a large enough effect in the signal ratio, with a control signal flat, not every such curve was filed as active; inconclusive = small, poorly fitted or top-dose-only effect, or effect the other way, or a change in a side signal; the % refers to the signal ratio;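 also: potency is read from the fitted curve at half-maximal effect; plate controls were basal doxycycline-induced cells for no effect and cells given 10 µM MG132 for full effect; MG132 reads +100%, hits lower the ratio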
#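 TMD8 human ABC-DLBCL cells with doxycycline-inducible IκBα–green luciferase fusion and unfused red luciferase, in 0.5% FBS medium; compounds up to 46 uM, 4 h at 37C. Green/red luminescence ratio, filter-overlap corrected, fitted to concentration-response curves.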
# Mito fusion yeast = qHTS Assay for Small Molecule Inhibitors of Mitochondrial Division or Activators of Mitochondrial Fusion | S. cerevisiae fusion-defective mutant growth rescue, CellTiterGlo 48 h | Potency, µM (highest dose often 46.1 µM), without a hit: top-dose growth rescue (activation), usual class: activators | hit rate 0.23% among 320,000 | AID 485298, 2010;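 also: potency is read from the fitted curve at half-maximal effect; % of control where 0% means no effect; nearly all actives have a fitted effect of over 45% in size; temperature-sensitive fusion mutants such as fzo1-1 at 37 °C on non-fermentable ethanol glycerol medium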
#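 Compounds are tested for their ability to restore growth of mitochondrial fusion-defective yeast strains at non-permissive 37C in YPEG medium over 48 hours. Viability is quantified by luciferase luminescence.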
# Menin MLL FP TR = qHTS Assay for Inhibitors Targeting the Menin-MLL Interaction in MLL Related Leukemias: Competition With Texas Red Labeled MLL-derived Mutant Peptide; O00255; Menin + Texas Red MLL mutant peptide, fluorescence polarization; Potency, µM (series often up to 61.6 µM), for inactives: at the highest dose FP activity change, negative = inhibition, usual class: inhibitors; hit rate 0.23% among 270,000; AID 1768, 2009; active = well fitted inhibition curve with a large enough effect in the polarisation, with a control signal flat, not every such curve was filed as active; inconclusive = small, poorly fitted or top-dose-only effect, or effect the other way, or a change in a side signal; inactive = no such curve, though single readings can be large or run the other way; the % refers to the polarisation; also: potency is read from the fitted curve at half-maximal effect; % of control where 0% means no effect; many of its hits are not listed in these tables
# Eya2 phos inh = qHTS Assay for Inhibitors of the Phosphatase Activity of Eya2; recombinant Eya2, OMFP fluorescence dephosphorylation (OMFP is methylfluorescein phosphate); Protein phosphatase EYA2 (Homo sapiens), O00167; Potency, µM (series often up to 76.9 µM), without a hit: top-dose activity, negative = inhibition, actives largely listed as inhibitors; hit rate 0.006% among 330,000; also: potency is read from the fitted curve at half-maximal effect; % is scaled to controls: 0 for no effect and ±100 for the full control effect
# Target sequence (O00167 whole entry, looked up): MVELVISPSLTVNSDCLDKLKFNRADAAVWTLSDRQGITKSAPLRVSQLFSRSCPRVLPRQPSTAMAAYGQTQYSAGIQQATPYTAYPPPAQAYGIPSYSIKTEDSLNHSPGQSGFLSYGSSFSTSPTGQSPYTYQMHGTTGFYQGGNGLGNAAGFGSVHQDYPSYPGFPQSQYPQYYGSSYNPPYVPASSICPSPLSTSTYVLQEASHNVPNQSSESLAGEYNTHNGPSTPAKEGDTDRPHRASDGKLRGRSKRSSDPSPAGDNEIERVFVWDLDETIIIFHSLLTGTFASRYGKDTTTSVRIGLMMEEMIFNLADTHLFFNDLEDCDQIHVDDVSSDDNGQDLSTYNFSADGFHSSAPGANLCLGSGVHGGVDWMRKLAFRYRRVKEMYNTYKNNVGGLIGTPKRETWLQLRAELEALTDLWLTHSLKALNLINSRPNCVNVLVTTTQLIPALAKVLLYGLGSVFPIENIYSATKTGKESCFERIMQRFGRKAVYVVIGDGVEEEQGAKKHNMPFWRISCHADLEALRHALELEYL
#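 Eya2 (0.2 uM) preincubated 10 min at ambient with compound, then OMFP substrate added at 50 uM; 10 min reaction in 50 mM HEPES pH 7.5, 50 mM NaCl, 5 uM MgCl2, 0.05% BSA, 1 mM DTT. Fluorescence read at Ex 485/Em 525 nm.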
# USP2a inh = qHTS Assay for Inhibitors of Ubiquitin-specific Protease USP2a Using CHOP2 as the Reporter; hit rate 0.01% among 330,000; Ubiquitin carboxyl-terminal hydrolase 2 (Homo sapiens), O75604; Potency, µM (series often up to 38.3 µM), without a hit: at the highest dose activity change, negative = inhibition, actives largely listed as inhibitors; USP2 core, Ub-CHOP2 coupled fluorogenic reporter, 485/531;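 also: potency is read from the fitted curve at half-maximal effect; plate controls were DMSO wells for no effect and full inhibition by NEM control for full effect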
#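 USP2 core (10nM final) preincubated 30min RT with compound in 20mM Tris-HCl pH 8.0, 2mM CaCl2, 2mM beta-mercaptoethanol, 0.05% CHAPS; 25nM Ub-CHOP2 plus 25nM reporter substrate added, fluorescence (Ex485/Em531) read after 60min.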
# PKM2 activator = qHTS Assay for Activators of Human Muscle isoform 2 Pyruvate Kinase; purified PKM2, Kinase-Glo ATP luminescence, activation; response scale: 0% is enzyme alone, no compound; AID 1631, 2009; hit rate 0.34% among 260,000; Pyruvate kinase PKM (Homo sapiens), P14618; Potency, µM (series often up to 57.5 µM), for the others: top-dose activation, actives largely listed as activators; also: potency is read from the fitted curve at half-maximal effect; % is scaled to controls: 0 for no effect and ±100 for the full control effect; nearly all actives have a fitted effect of over 55% in size
#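 Kinase-Glo luminescence reports ATP generated from ADP (0.1 mM) and PEP (0.5 mM) by purified hPK-M2 after 1 h at room temperature, pH 7.2 imidazole buffer; intermediate enzyme activity allows detecting inhibitors and activators.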
# ASM inhibitor = Inhibitors of Secretory Acid Sphingomyelinase (S-ASM): qHTS; hit rate 0.006% among 340,000; Sphingomyelin phosphodiesterase (Homo sapiens), P17405; placental ASM, HMU-PC fluorogenic substrate, 60 min; Potency, µM (doses to about 57.5 µM), for inactives: top-dose activity change, negative = inhibition, hits mostly inhibitors; also: potency is read from the fitted curve at half-maximal effect
#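 Steps: dispense placental human ASM, pin compound, wait 10 min at room temperature, add HMU-PC0 substrate at 9 uM final, incubate 60 min at 37 °C, add stop solution raising pH to 10, read fluorescence.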
# Starred values were filed as active, the others as inactive; i = inactive; ? = inconclusive; . = no result given; [ ] = dose if it differs, or a comment. Unless noted, calls follow the shape of the dose curve; as a rule, active = well fitted curve in the direction sought with a large enough effect; inconclusive = small, poorly fitted or top-dose-only effect, or another doubt; inactive = no such curve, though single readings can be large; an effect the other way counts as inactive or inconclusive. An excerpt, so the mix of outcomes need not match the whole.
SMILES,MBNL1-CUG inh,GALK inh,TSHR antagonist,KCNH2 WT inh,Chronic BCR inh,Mito fusion yeast,Menin MLL FP TR,Eya2 phos inh,USP2a inh,PKM2 activator,ASM inhibitor
Cc1ccc(NC(=S)NC(NC(=O)N(C)C)C(Cl)(Cl)Cl)cc1 (stereo not drawn),12%,0%,18,-5,0%,-3%,13%,-6%,1%,0%,-1%
O=C(N/N=C/c1cc(Cl)c(O)c(Cl)c1)c1cc2c(ccc3ccccc32)o1,?,0%,-21,2,?,26%,?,-7%,?,6%,-6%
CC(Cn1cncn1)NC(=O)c1cc(COc2cccc(C(F)(F)F)c2)on1 (stereo not drawn),-5%,-4%,0,1,-1%,0%,.,5%,-5%,-2%,0%
O=c1oc2c(CN3CCOCC3)c(O)ccc2c2c1CCC2,13%,7%,7,-2,?,0%,1%,10%,1%,0%,i
CCc1noc(C)c1C(=O)Nc1cc(S(=O)(=O)N2CCOCC2)ccc1OCC(F)(F)F,.,.,6,6,-2%,-4%,.,2%,2%,.,3%
COCc1nnc(NC(=O)c2cc(C(=O)OC)cc([N+](=O)[O-])c2)s1,?,0%,-10,5,1%,4%,7%,1%,-10%,-2%,1%
Cn1c(C(=O)NCCN2CCN(Cc3ccccc3)CC2)cc2c(=O)n(C)c3ccccc3c21,1%,5%,2,0,-1%,0%,.,4%,0%,-16%,-3%
O=C(COC(=O)C1CCN(S(=O)(=O)c2ccc3c(c2)OCCO3)CC1)NC1CCCCC1,.,.,-1,-1,1%,-4%,.,10%,2%,.,.
CC(C)CNC1=CC(=O)CC(c2ccco2)C1 (stereo not drawn),-1%,1%,-1,0,4%,-3%,0%,10%,1%,0%,8%
C=CC[C@H](CC(=O)OC(C)(C)C)C(=O)OC[C@@H]1CCCN1C(=O)[C@H](CC=C)CC(=O)N[C@H](CO)Cc1ccccc1,.,.,7,2,1%,.,.,-26%,?,.,5%
CCN(Cc1nc2ccccc2c(=O)[nH]1)Cc1cc(=O)oc2cc(OC)ccc12,4%,-1%,-8,0,-14%,5%,.,-18%,-1%,1%,7%
C#CCOCCOCCOCCNc1nc(N2CCN(C(=O)CCCCCCCCCCNC(=O)[C@H](CCCCN)n3cc(CCCC(=O)O)nn3)CC2)nc(N2CCN(C(=O)CCCCCCCCCCNC(=O)[C@H](CCCN=C(N)N)n3cc(C[C@@H](C)CC)nn3)CC2)n1,.,.,-6,-2,?,6%,.,-7%,?,.,-19%
Cc1nc2scc(-c3ccc(Cl)cc3)c2c(=O)o1,0%,-1%,-7,15,?,0%,24%,1%,4%,0%,9%
C/C(CC(=O)Nc1cccc(F)c1)=N\NC(=O)C(=O)NC1CCCCC1,?,0%,0,-3,?,0%,-8%,2%,3%,5%,5%
CCOCCCNC(=S)N1CCCN(c2nc3cc(C)c(C)cc3cc2C#N)CC1,?,-2%,1,-5,?,17%,-2%,6%,-1%,12%,335%[activator]
COc1ccc(N2C(=O)C(CC(=O)Nc3ccccc3)N(Cc3ccccn3)C2=S)cc1 (stereo not drawn),-3%,6%,-5,5,?,5%,?,-19%,1%,3%,?
CCN(CC)c1ccc(NC(=O)Cn2nnc(-c3cccc(OC)c3OC)n2)c(C)c1,-9%,2%,-5,-3,?,-1%,8%,7%,1%,7%,1%
COc1cc(NC(=O)CSc2nc(=O)n(CCCN3CCOCC3)c3c2CCC3)cc(OC)c1,.,.,0,7,?,-2%,.,-10%,2%,.,1%
CC1CC(NC(=O)Cc2ccc(Br)cc2)CC(C)(C)C1 (stereo not drawn),-4%,-3%,-35,-13,-10%,15%,0%,-15%,-1%,-8%,-1%
CNC(=O)c1ccccc1NC(=O)c1ccc(C)c(S(=O)(=O)N2CCCCC2)c1,-2%,-1%,.,4,3%,17%,14%,-13%,-3%,-1%,-4%
Cc1cccc(NC(=O)CNC(=O)c2ccc3c(c2)OCO3)n1,.,.,5,30,-12%,-7%,.,-8%,2%,.,3%
COc1cc(N(C)C)c([N+](=O)[O-])cc1C(=O)NC(C)CNc1ccc([N+](=O)[O-])cc1Cl (stereo not drawn),-2%,2%,-5,3,0%,6%,-7%,2%,5%,0%,?
CCCN1C(=O)CC(C(=O)OC)=C1C,1%,1%,3,-11,1%,-2%,11%,-15%,1%,1%,2%
C=CCNC(=O)c1nn2cccnc2c1Cl,0%,-1%,11,5,-2%,-4%,18%,-5%,2%,6%,5%
COc1ccc(N(CC(=O)Nc2ccc(F)c(F)c2)S(=O)(=O)c2c(C)n[nH]c2C)cc1,-6%,4%,-5,-3,?,-3%,.,-9%,-1%,.,3%
O=C(NCCCn1ccnc1)c1cc(-c2ccncc2)nc2ccccc12,.,0%,-3,-2,6%,11%,6%,4%,0%,0%,5%
CCOC(=O)N1CCN(Cc2nc(-c3ccccc3)no2)CC1,2%,-3%,1,-4,-5%,1%,4%,-17%,4%,-3%,1%
CC1=NN(C(N)=S)C(=O)C1N=Nc1ccccc1 (stereo not drawn),?,4%,9,-3,?,-8%,34%[activator],2%,3%,-1%,-2%
O=C(NC1CCC(=O)N(CCSc2ccccc2)CC1)OCc1ccccc1 (stereo not drawn),-8%,.,-3,.,-13%,2%,3%,10%,0%,-1%,-2%
O=C(/C=C/c1cccs1)NC(=S)NNC(=O)Cc1cccs1,4%,-4%,-7,3,?,-12%,?,-18%,-2%,11%,-3%
CCCc1[nH]nc2c1C(c1ccsc1)C(C#N)=C(N)O2 (stereo not drawn),-17%,5%,-6,3,?,-8%,7%,-3%,2%,0%,-3%
Cc1ccc(S(=O)(=O)N2CC(O)CC2C(=O)OCC(=O)c2ccccc2Cl)cc1C (stereo not drawn),.,0%,-6,-2,-5%,-22%,-7%,2%,-1%,6%,-2%
O=C(Nc1ccccc1)c1cc2n(n1)C(C(F)(F)F)CC(C1CC1)N2 (stereo not drawn),-15%,10%,7,-5,?,7%,7%,-8%,-1%,2%,-1%
CCOc1ccccc1CNC(=O)C1CCN(C(=O)c2sccc2-n2cccc2)CC1,1%,-1%,10,7,-1%,5%,-17%,-2%,-1%,-5%,1%
COc1ccc(NC(=O)N2CCOCC2)cc1,-2%,-3%,-9,-5,-4%,0%,14%,12%,0%,-3%,0%
Cc1nc(NC(=O)c2csc3ccccc23)sc1C,12%,2%,-19,-4,?,5%,?,-22%,3%,-2%,-4%
COc1ccc(NC(=O)CCN2CCN(S(=O)(=O)c3ccc(C(C)C)cc3)CC2)cc1,1%,-3%,-9,-2,8%,-6%,-1%,0%,4%,0%,0%
COc1cccc(C(=O)N(Cc2nc(-c3cccc(C)c3)no2)C(C)C)c1OC,2%,-1%,0,0,4%,4%,-16%,-20%,1%,13%,-2%
COC(=O)c1ccc(Cn2nnc3ccccc32)cc1,-5%,1%,-13,9,3%,-2%,.,7%,-3%,2%,3%
COc1cccc(N(CC(=O)N2CCN(C)CC2)S(=O)(=O)c2ccc(C)cc2)c1,16%,0%,-6,28,4%,-4%,-11%,9%,0%,-8%,0%
